TDP1 cell CPT – DT40-hTDP1 cell growth loss with CPT | chicken DT40 Tdp1-/-;hTDP1 cells + 20 nM CPT, ATP luminescence, 48 h | Potency, µM (top dose mostly 46.2 µM), for the others: at the top dose activity change, negative = growth inhibition, most hits filed as inhibitors | 12% of 420,000 active; further: nearly all actives have a fitted effect of over 55% in size
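Chicken DT40 Tdp1-/- cells stably complemented with human TDP1 were seeded at 400 cells/well in medium containing 20 nM camptothecin, exposed to pin-transferred compounds, and grown at 37 °C for at least 48 hr. Viability was read as ATP luminescence.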
TDP1 cell noCPT – qHTS for Inhibitors of human tyrosyl-DNA phosphodiesterase 1 (TDP1): qHTS in cells in absence of CPT; AID 686978, 2013; DT40 Tdp1-/- hTDP1 cells, no CPT, ATP luminescence, 48 h; 15% of 420,000 active; Potency, µM (series often up to 46.2 µM), for inactives: at the highest dose activity change, negative = growth inhibition, actives largely listed as inhibitors; further: nearly all actives have a fitted effect of over 55% in size
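Luminescent ATP content (CellTiter-Glo) served as the growth readout. Knockout chicken DT40 cells expressing human TDP1 were exposed to compounds without camptothecin for a minimum 48 hr at 37 °C.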
GCN5L2 inh – inhibitors of human GCN5L2 histone acetyltransferase; GCN5L2 HAT assay, ThioGlo1 CoA-SH fluorescence; 0.21% of 390,000 active; Q92830; Potency, µM (series often up to 58.9 µM), for the others: at the top dose activity change, negative = inhibition, actives largely listed as inhibitors
Target sequence (Q92830 whole entry, looked up): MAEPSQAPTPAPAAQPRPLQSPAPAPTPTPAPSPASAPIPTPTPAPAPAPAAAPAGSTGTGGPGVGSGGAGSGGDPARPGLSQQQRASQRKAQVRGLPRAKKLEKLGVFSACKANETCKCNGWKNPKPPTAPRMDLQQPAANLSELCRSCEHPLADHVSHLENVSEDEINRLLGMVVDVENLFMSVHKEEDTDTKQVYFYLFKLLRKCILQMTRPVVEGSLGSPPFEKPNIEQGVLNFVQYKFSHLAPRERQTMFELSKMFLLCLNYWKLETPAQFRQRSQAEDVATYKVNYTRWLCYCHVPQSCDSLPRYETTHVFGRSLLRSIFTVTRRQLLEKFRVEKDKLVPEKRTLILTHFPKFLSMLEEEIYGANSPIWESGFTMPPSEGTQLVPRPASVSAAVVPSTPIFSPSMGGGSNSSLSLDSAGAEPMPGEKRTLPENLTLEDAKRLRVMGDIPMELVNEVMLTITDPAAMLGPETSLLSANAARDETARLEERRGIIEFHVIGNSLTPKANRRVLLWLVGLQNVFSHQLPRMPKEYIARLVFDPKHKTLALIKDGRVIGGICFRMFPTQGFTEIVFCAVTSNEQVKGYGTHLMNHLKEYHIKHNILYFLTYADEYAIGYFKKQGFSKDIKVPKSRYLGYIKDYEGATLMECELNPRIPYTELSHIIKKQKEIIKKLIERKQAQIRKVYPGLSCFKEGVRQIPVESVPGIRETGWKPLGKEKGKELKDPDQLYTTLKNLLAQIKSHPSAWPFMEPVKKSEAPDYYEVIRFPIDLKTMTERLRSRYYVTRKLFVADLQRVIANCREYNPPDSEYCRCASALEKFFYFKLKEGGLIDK
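GCN5L2 (20 nM) in 50mM HEPES pH 7.5, 0.1mM EDTA, 0.01% Tween-20 preincubated 15 min with compounds at room temperature. Reaction started with H3(1-25) 75uM, acetyl-CoA 70uM, ThioGlo1 50uM; CoA-thiol fluorescence (Ex340/Em540) read at 0 and 20 min.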
An asterisk follows results filed as active; u = inconclusive; x = not tested or not shown; & = joins results of further samples; [ ] = another dose, or the depositor's remark. The call rests on the fitted dose curve; in most records, active means well fitted curve in the direction sought with a large enough effect; inconclusive means small, poorly fitted or top-dose-only effect, or another doubt; inactive means no such curve, though single readings can be large; an effect the other way counts as inactive or inconclusive. On the % scale 0 is the no-effect control and ±100 the full control effect; potency means the concentration at half of the fitted maximal effect.

The first two entries, to show the layout:
Screens in order – TDP1 cell CPT	TDP1 cell noCPT	GCN5L2 inh
O=C(CCNS(=O)(=O)c1ccc(F)c(F)c1)NCCN1CCOCC1
    -18%	1%	-1%
COC(=O)c1cccc(NC(=O)NC23CC4CC(CC(C4)C2)C3)c1
    u	u	-3%

The whole of this part, previewed entries included:
Screens in order – TDP1 cell CPT	TDP1 cell noCPT	GCN5L2 inh
O=C(CCNS(=O)(=O)c1ccc(F)c(F)c1)NCCN1CCOCC1
    -18%	1%	-1%
COC(=O)c1cccc(NC(=O)NC23CC4CC(CC(C4)C2)C3)c1
    u	u	-3%
CC(C)c1ccc(S(=O)(=O)c2cc3cc(Br)ccc3oc2=O)cc1
    -15%	u	-13%
CSc1ccccc1C(=O)OCC(=O)N1CCCCCC1
    13%	-7%	-5%
CCCCC(=O)Nc1cc(-c2nc3ccccc3o2)ccc1OC
    u	u	0%
C=CCN1C(=O)CN=C1Nc1ccc(OC)cc1OC
    0%	-7%	-3%
CCCNC(=O)c1c(O)c2c([nH]c1=O)CCCC2
    -5%	-19%	0%
COc1ccc(CCN(C)CC(=O)Nc2cc(C)nc3ccccc23)cc1OC
    u	u	-4%
CCOc1ccc(OCCCC(=O)Nc2cc(Cl)ccc2-n2cncn2)cc1
    -11%	-12%	-9%
N#Cc1ccc(-c2nc3c4ccccc4ccn3c2Cc2ccccc2C(F)(F)F)cc1
    u	u	x
CCOc1cc(-c2nc(-c3ccccc3OC)no2)cc(OCC)c1OCC
    u	29µM*	-4%
C[C@H](CO)N1C[C@H](C)[C@@H](CN(C)Cc2ccc(Cl)c(Cl)c2)Oc2c(NC(=O)C3CC3)cccc2C1=O
    16µM*	23µM*	-5%
COc1ccc(S(=O)(=O)N2CCOCC2)cc1Br
    13%	-8%	0%
O=C(CSc1nnc(NC(=O)c2ccc(F)cc2F)s1)NC1CCCC1
    -6%	-11%	-10%
CC(C)=CCN1CCN(Cc2cn(C(C)C)c3ccccc23)CC1CCO (stereo not given)
    18µM*	23µM*	2%
Cc1c(Cl)cccc1NC(=O)c1cccc(NC(=O)N2CCSc3ncccc32)c1
    u	u	-14%
CCc1ccccc1NC(=O)c1cc(S(=O)(=O)NC2CCCC2)ccc1F
    u	21µM*	-3%
Cn1c(=O)oc2cc(S(=O)(=O)N3CCC(C(=O)N4CCN(c5ccc(Cl)cc5)CC4)CC3)ccc21
    2.1µM*	2.3µM*	3%
CN(C)CCCN1c2ccccc2CCc2ccc(Cl)cc21
    15µM*	10µM*	-2%
Cc1ccc(N(CC(=O)NCCSCc2ccco2)S(C)(=O)=O)cc1
    -11%	-8%	-2%
COc1cccc(-c2c(C(=O)N/N=C(\C)c3ccco3)nnn2-c2nonc2N)c1
    -19%	0%	-9%
O=S(=O)(/N=C(/Nc1ccc(Cl)c(S(=O)(=O)N2CCOCC2)c1)c1ccc(F)cc1)c1ccccc1
    u	u	-12%
CCC(C)c1ccccc1NC(=O)CN1CCN(C/C=C/c2ccccc2)CC1 (stereo not given)
    -20%	-18%	0%
O=C(NCCS(=O)(=O)NCc1cccs1)c1ccccc1
    -4%	-15%	x
COC(=O)CSc1cc(C(=O)c2nccn2C)c2ccccc2n1
    -17%	-21%	-1%
Cc1cccc(C(=O)NCC(c2ccco2)S(=O)(=O)c2cccs2)c1 (stereo not given)
    u	u	-3%
CS(=O)(=O)c1ccc(NS(=O)(=O)c2ccc3ccccc3c2)cc1
    -13%	-18%	15%
C=CCNC(=S)NNC(=O)CSc1nc2ccccc2s1
    11%	-29%	-6%
CCOC(=O)Cc1csc(NC(=O)c2cc(C)c(C)s2)n1
    u	23µM*	2%
CC1CCCCC1NC(=O)CCCn1c(=S)[nH]c2ccsc2c1=O (stereo not given)
    0%	1%	-5%
COCCn1c(SCC#N)nnc1-c1ccccc1
    1%	-13%	-5%
CCC(=O)N1CCc2cc(CNC(=O)Nc3cc(Cl)ccc3C(=O)OC)ccc21
    u	u	-5%
CCOC(=O)c1c(NC(=O)COC(=O)c2nc(Cl)ccc2Cl)sc2c1CCC2
    -19%	-5%	-3%
CCN(CC)Cc1c(O)c(Cl)cc2c3c(c(=O)oc12)CCCC3
    u	u	u
Cc1[nH][nH]c(=O)c1C(c1ccc(Br)cc1)c1c(C)[nH][nH]c1=O
    0%	-14%	-9%
CCOC(=O)[C@@H]1CCN(Cc2ccccc2)C[C@H]1c1ccccc1
    u	23µM*	-10%
CN1CCC(=NNC(=O)CSc2ccc(Cl)cc2)CC1
    0%	-15%	-4%
CC(=O)Nc1cccc(NC(=O)c2ccccc2OCc2ccccc2)c1
    u	u	-4%
C=CCn1c(C)c(C(C)=O)c(N2CCN(C(c3ccccc3)c3ccccc3)CC2)nc1=S
    u	23µM*	-3%
NS(=O)(=O)c1ccc(-c2c(-c3ccccc3)sc3ccccc23)cc1
    -14%	-13%	0%
COc1ccc(Nc2ncc(C(=O)Nc3cc(Cl)c(OC)cc3OC)c3ccccc23)cc1
    u	u	-27%
O=C(O)c1ccc(NS(=O)(=O)c2ccc(Cl)c(Cl)c2)cc1O
    u	-15%	-5%
Cc1cc(C)cc(NC(=O)COC(=O)Cc2ccccc2F)c1
    1%	-13%	2%
Cc1ccc(-c2cc(C(=O)N(C)CC(=O)Nc3ccccc3Br)c3ccccc3n2)o1
    16µM*	u	u
O=[N+]([O-])c1cc2ncccc2c2ncccc12
    6.5µM*	4.6µM*	x

Arranged by length of the SMILES (ascending): some entries from above
Screens in order – TDP1 cell CPT	TDP1 cell noCPT	GCN5L2 inh
COCCn1c(SCC#N)nnc1-c1ccccc1
    1%	-13%	-5%
C=CCNC(=S)NNC(=O)CSc1nc2ccccc2s1
    11%	-29%	-6%
CN1CCC(=NNC(=O)CSc2ccc(Cl)cc2)CC1
    0%	-15%	-4%
O=C(NCCS(=O)(=O)NCc1cccs1)c1ccccc1
    -4%	-15%	x
Cc1cc(C)cc(NC(=O)COC(=O)Cc2ccccc2F)c1
    1%	-13%	2%
COC(=O)CSc1cc(C(=O)c2nccn2C)c2ccccc2n1
    -17%	-21%	-1%
CC1CCCCC1NC(=O)CCCn1c(=S)[nH]c2ccsc2c1=O (stereo not given)
    0%	1%	-5%
CC(=O)Nc1cccc(NC(=O)c2ccccc2OCc2ccccc2)c1
    u	u	-4%
O=C(O)c1ccc(NS(=O)(=O)c2ccc(Cl)c(Cl)c2)cc1O
    u	-15%	-5%
CCOC(=O)[C@@H]1CCN(Cc2ccccc2)C[C@H]1c1ccccc1
    u	23µM*	-10%
NS(=O)(=O)c1ccc(-c2c(-c3ccccc3)sc3ccccc23)cc1
    -14%	-13%	0%
CCOC(=O)c1c(NC(=O)COC(=O)c2nc(Cl)ccc2Cl)sc2c1CCC2
    -19%	-5%	-3%
Cc1[nH][nH]c(=O)c1C(c1ccc(Br)cc1)c1c(C)[nH][nH]c1=O
    0%	-14%	-9%
Cc1ccc(-c2cc(C(=O)N(C)CC(=O)Nc3ccccc3Br)c3ccccc3n2)o1
    16µM*	u	u
C=CCn1c(C)c(C(C)=O)c(N2CCN(C(c3ccccc3)c3ccccc3)CC2)nc1=S
    u	23µM*	-3%

Next records follow:
Screens in order – TDP1 cell CPT	TDP1 cell noCPT	GCN5L2 inh
c1ccc(C2Nc3ccccc3-c3nc4ccccc4n32)cc1 (stereo not given)
    u	u	-7%
CCOC(=O)c1sc(NC(=O)CSc2nncs2)c(C(=O)OCC)c1C
    u	-23%	-4%
Cc1ccc2c(c1)nnn2C1CCN(CC(=O)NCc2ccccc2F)CC1
    10%	-19%	0%
Cc1ccc(C)c(N2CCN(S(=O)(=O)c3cc4c(cc3Cl)NC(=O)CO4)CC2)c1
    0%	-7%	-7%
COc1cccc(CNC(=O)Cc2ccc(NC(=O)N3CCSc4ncccc43)cc2)c1OC
    u	u	-4%
CCCCCC(=O)NNC(=O)c1ccc(-c2ccccc2)cc1
    -2%	-18%	-6%
COc1ccc(CNC(=O)CN(CCC(C)C)S(=O)(=O)c2ccc3c(c2)OCCO3)cc1
    -9%	-6%	-8%
Cc1nc(C(=O)NC2CC2)sc1C1(C)CC(c2cccc([N+](=O)[O-])c2)=NO1 (stereo not given)
    u	-24%	-2%
CC(c1ccccc1)N1C(=O)OC(C)(C)C1(C)O (stereo not given)
    5%	4%	-5%
COCc1nnc(NC(=O)c2ccccc2Oc2ccccc2)s1
    u	1%	-3%
O=C(O)/C=C/c1ccc(OCc2cccc(F)c2)cc1
    u	u	-2%
Cc1ccc(NC(=O)c2sc3ncn(Cc4cccc(F)c4)c(=O)c3c2C)c(Br)c1
    -12%	-24%	-1%
CCC[C@H]1COCCS(=O)(=O)N1Cc1ccccc1F
    -23%	-13%	-1%
O=C(O)CCc1ccc(-c2cccs2)n1NC(=O)c1ccc(Cl)cc1Cl
    2%	-14%	-4%[0.501 µM]
COc1ccc(N2CCN(C3CCCN(C(=O)CSC)C3)CC2)cc1 (stereo not given)
    -18%	4%	-13%
CC(C)(C)c1ccc(C2C(C(=O)c3ccco3)=C(O)C(=O)N2CC2CCCO2)cc1 (stereo not given)
    u	18µM*	-1%
CC(CNc1ccc([N+](=O)[O-])cc1)NC(=O)c1ccccc1Br (stereo not given)
    u	u	1%
CC1=CC(C)(C)N2C(=O)C3(C(C#N)=C(N)Oc4cc(O)ccc43)c3cccc1c32 (stereo not given)
    -14%	-19%	1%
O=C(/C=C/[C@H]1O[C@@H](n2cnc3c(NC(=O)c4ccccc4)ncnc32)[C@H](O)[C@@H]1O)NCc1ccco1
    -3%	-6%	x
COC(=O)C1C2CC3c4[nH]c5cc(OC)ccc5c4CCN3CC2CC(OC(=O)CC(C)=O)C1OC (stereo not given)
    u	u	x
O=C(NCc1ccco1)C(=O)NCC1OCCCN1S(=O)(=O)c1ccc(F)cc1 (stereo not given)
    2%	1%	-3%
Cc1ccc(S(=O)(=O)N2CCc3cc(C(=O)Nc4ccc(C)c(C)c4)ccc32)cc1
    -21%	-23%	-4%
O=C(O)CSc1nnc(-c2cccc(S(=O)(=O)N3CCOCC3)c2)n1-c1ccc(F)cc1
    3%	11%	-8%
Cc1ccc(C)c(S(=O)(=O)N2CCN(C(=O)CCC(=O)c3cc(C)sc3C)CC2)c1
    u	23µM*	-8%
CCc1nc2ccc(C(=O)NCc3cccs3)cn2c1N(CCC(C)C)CCN(C)C
    u	u	x
O=Nc1c(-c2ccccc2)cc2ccccn12
    u	-21%	-8%
Cc1cc(O)cc2c1O[C@](C)(CCC[C@H](C)CCC[C@H](C)CCCC(C)C)CC2
    -9%	-18%	18%&21%
COc1ccc2oc(=O)c(C(=O)NCc3ccc(C)cc3)cc2c1
    -23%	u	-2%
Cc1cccc(C(=O)NC(=S)Nc2ccc(S(=O)(=O)N3CCCCC3)cc2)c1
    18µM*	15µM*	-4%
COc1cc(OC)cc(C(=O)OCC(=O)NC(C)CCc2ccccc2)c1 (stereo not given)
    -11%	u	-12%
